bCat nuc transl = modulators of beta-catenin nuclear translocation; hit rate 0.3% among 190,000; HeLa beta-catenin nuclear translocation, immunofluorescence imaging; nuclear translocation activity, % at 5 µM;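 active = nuclear translocation activity above 50% at 5 µM, with a well cell count of 50 or more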;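 also: per-cell ratio of nuclear to cytoplasmic median beta-catenin stain intensity; plate controls were DMSO negative control for no effect and GSK-3 inhibitor IX positive control for full effect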
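Read-out: Nuclear/cytoplasmic beta-catenin signal ratio, % activation | Assay system: Human HeLa cell line | Times: 24 h compound exposure at 37°C, 5% CO2 | Signal: Fluorescence imaging of beta-catenin antibody stain plus DAPI | Dosing: 5 µM primary, 0.02–20 µM confirmation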
Ins promoter up = MIN6 insulin promoter up-regulation | AID 1625 | MIN6 insulin promoter-GFP reporter, high-content imaging; stronger effect = higher value | hit rate 0.3% among 190,000 | z-score at 5 µM;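 active = z-score above 3 at 5 µM with at least 500 cells counted in the well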
Autophagy HCS = autophagy modulation, high-content screen; hit rate 0.98% among 190,000; MEF GFP-LC3 puncta imaging; test concentration mostly 10 µM; calls only at 10 µM (by protocol); AID 463193;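 active = percentage of spot-positive cells more than 3 SD above its plate mean, without a fluorescence outlier flag or 80% toxicity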;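 also: spot-positive cell cutoff set from DMSO-treated cells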
Lipid droplet = modulators of hepatic lipid droplet formation; inhibition, % at 6.5 µM; AML12 mouse hepatocytes, oleate lipid droplets, BODIPY imaging; hit rate 0.4% among 240,000;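 active = lipid droplet intensity inhibited by at least 50%, with more than 500 cells counted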
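Test system: AML12 hepatocytes (mouse); reagent: oleate loading, 100 µM; dosing: one dose, 6.5 µM compound; incubation: overnight exposure; signal: fluorescence imaging, 20x objective, two fields per well; read-out basis: % inhibition of corrected integrated BODIPY droplet signal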
human PMI inhibitors = human PMI inhibitors, high substrate, primary screen, biochemical, fluorescence intensity, high mannose 6-phosphate (AID 1220) | recombinant PMI enzyme, coupled fluorescence intensity; higher % means a stronger effect | one-dose inhibition, % at 20 µM; IC50 in µM for titrated hits | hit rate 0.66% among 190,000
TNAP activation fold = stimulation of alkaline phosphatase TNAP activity – biochemical, luminescent, no phosphate acceptor, uHTS, primary screen (AID 1001); purified TNAP, luminescent activation assay, no phosphate acceptor; higher activation fold means a stronger effect; activation fold at 20 µM; hits with a dose series show EC50 in µM; hit rate 0.03% among 200,000; in the data active = activation fold from about 3, or a potency from the dose series; inactive = the rest, 99 in 100 with activation fold below about 1.6; also: many of its hits are not listed in these tables
MT stabilizer = microtubule stabilization, imaging screen | hit rate 0.83% among 200,000 | AID 2205 | HeLa tubulin immunostaining HCS, 24 h; share of cells brighter than vehicle mean+2SD | % tubulin-high responders, % at 10 µM;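 active = plate Z-score above 3 for both tubulin-high and condensed-nucleus cell shares, with cell loss under 80%, at 10 µM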;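 also: anti alpha tubulin signal scored within the nucleus-defined area of each cell; some results filed as inactive read as strong as hits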
T cell HTS = T cell immune modulation candidate. 2C CD8+ T cell-vesicle binding, flow cytometry; stronger effect = lower value. calls only at 7 µM. hit rate 0.068% among 330,000. AID 2052;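 active = response, share of CD8 T cells binding vesicles, and their 90th percentile fluorescence all below set limits, cut at about 80% in these data, passing the limit was not always enough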
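Assay system: 2C TCR transgenic mouse naive CD8+ T cells, MACS-purified | Read-out: CD8+ gate FL2 mean fluorescence as % of same-row positive control | Signal: High-throughput flow cytometry with anti-B7-1 and anti-CD8 staining | Timing: Binding step 1.5 h, 37 °C, antibody labelling 20 min, ice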
human PMI inhibition = MPI enzyme activity inhibition – biochemical, fluorescence intensity, coupled assay, primary screen (AID 1209). one-dose inhibition, % at 20 µM; IC50 in µM for titrated hits. hit rate 0.42% among 190,000. purified PMI enzyme, coupled fluorescence intensity; higher % means a stronger effect;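 also: plate controls were DMSO vehicle for no effect and wells lacking substrate for full effect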
Ins promoter up cell count = also measured in Ins promoter up; calls as there; cell count; measured here: cytotoxicity, nuclei count;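 total cells summed across four imaged fields per well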
Lipid droplet cells 6.5 µM = second read-out of Lipid droplet, no call of its own (marks repeat the call); cell count; measured here: cell count, cytotoxicity flag;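 cells counted across two imaged fields per well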
bCat nuc transl cell count 5 µM = also measured in bCat nuc transl; calls as there; cell count; measured here: cell count, cytotoxicity flag
T cell HTS vesicle-bound % = also measured in T cell HTS; calls as there; double positive events, %; measured here: CD8+ vesicle-bound cell fraction;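 binding gate set so that unloaded-vesicle control wells show 10% double positive cells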
MT stabilizer Hoechst-high % = second read-out of MT stabilizer, no call of its own (marks repeat the call); % Hoechst-high responders; measured here: nuclear condensation Hoechst responders;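 share of cells brighter than vehicle mean plus two SD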
MT stabilizer cytotoxicity % = second read-out of MT stabilizer, no call of its own (marks repeat the call); toxicity, %; measured here: cytotoxicity by cell density;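 0% = mean cell density of plate MIN control wells and 100% = no cells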
Autophagy HCS cell loss 18 h = also measured in Autophagy HCS; calls as there; toxicity, %; measured here: cell loss, nuclei count;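 cell loss after 18 h compound exposure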
* = called active by the depositor; i = inactive; · = not tested or not shown. Rule as the data show it, unless noted: active = inhibition above about 50%; inactive = the rest. Not a hit list; overall some 2.9% were active at least once.

mol,bCat nuc transl,bCat nuc transl cell count 5 µM,Ins promoter up,Ins promoter up cell count,Autophagy HCS,Autophagy HCS cell loss 18 h,Lipid droplet,Lipid droplet cells 6.5 µM,human PMI inhibitors,TNAP activation fold,MT stabilizer,MT stabilizer Hoechst-high %,MT stabilizer cytotoxicity %,T cell HTS,T cell HTS vesicle-bound %,human PMI inhibition
CC1=CC(=O)C(C(C)C)=CC1=NC(=O)c1ccc(C)cc1,-1.5,1129,-0.2,1274,i,-3.0,-7.4,679,79.0%*,1.1,2.7,3.2,7.5,i,10.2,46.6%
Cn1c(Cc2ccccc2)nnc1SCC(=O)Nc1ccc2c(c1)OCO2,1.6,1069,·,·,i,7.1,-23.2,711,12.1%,1.1,3.4,2.1,26.6,i,30.0,12.8%
CC(O)[C@H]1CNC(=O)C(=O)N1CCc1cccc(F)c1 (stereo not given in full),0.4,1312,0.38,839,·,·,-18.2,689,·,·,·,·,·,i,52.4,·
FC(F)(F)c1nnc2ccc(NCn3nnc4ccccc43)nn12,-0.5,938,0.79,1629,i,-0.3,-9.5,670,9.2%,1,3.3,2.1,0.8,i,62.4,6.8%
c1ccc(CSc2ncn[nH]2)nc1,-0.3,1529,-0.02,1315,i,13.5,-0.8,680,17.7%,0.9,4.0,1.4,5.4,i,44.2,11.3%
Cc1nn(-c2ccccc2)c(C)c1C(=O)OCC(=O)N1c2ccccc2NC(=O)C1(C)C,·,·,-0.47,899,i,-6.1,12.6,746,2.8%,0.7,2.0,1.0,4.2,i,13.6,-3.3%
COc1cccc(OC)c1C(=O)NC(=S)Nc1cccc(NC(=O)c2ccco2)c1,-3.1,1063,0.38,1602,i,-6.6,13.7,724,20.8%,1.1,1.2,0.6,7.3,i,37.6,11.7%
Cc1cc([N+](=O)[O-])c(C)cc1-c1ccc(/C=N/NC(=O)Cn2nnnc2N)o1,2.2,910,1.74,929,i,5.4,-19.8,689,13.9%,1,2.7,2.0,5.1,i,39.2,-4.1%
COc1ccccc1CN1C(=O)CN(C2CCCC2)C(=O)C1c1ccc(F)cc1 (stereo not given),0.8,1323,-0.68,1492,i,13.3,·,·,5.4%,1,4.5,2.3,11.6,i,21.5,-11.7%
O=C(CC1NCCNC1=O)Nc1ccc([N+](=O)[O-])cc1 (stereo not given),-7.0,1139,0.34,1598,i,13.2,6.0,682,5.0%,1.1,7.6,1.4,3.4,i,37.2,-4.1%
CC(C)(C)NC(=O)C1CCC(C)(C(=O)O)C1(C)C (stereo not given),1.9,853,-0.13,1011,i,-6.9,-8.7,619,-0.2%,1,3.6,2.4,3.2,i,46.6,-1.4%
CC1=C(C(=O)Nc2ccccc2)C(c2ccco2)C(C#N)=C(SCC(=O)OC(C)C)N1 (stereo not given),-3.6,967,-1.19,1167,i,12.2,·,·,13.7%,1.1,2.6,1.3,9.7,i,31.1,8.7%
CNC(=O)CN(c1cc(C)ccc1C)S(C)(=O)=O,-0.3,1019,0.62,1310,i,-5.6,-4.9,726,14.9%,1,2.3,1.8,17.8,i,41.9,18.7%
CC(=O)OC(C)(CCC(C)(OC(C)=O)C(C)=O)C(C)=O (stereo not given),-8.2,1065,·,·,i,5.7,·,·,5.5%,1.1,3.4,3.6,8.0,·,·,8.1%
CNC(=S)N(Cc1cc2ccc(OC)cc2[nH]c1=O)CC1CCCO1 (stereo not given),-0.6,1542,0.25,1540,i,18.1,-3.5,661,16.5%,1.1,2.8,2.4,9.1,i,54.9,2.3%
Cc1ccc(N(CC(=O)NCC2CCCO2)C(=O)CCC(=O)Nc2ccccn2)cc1C (stereo not given),·,·,·,·,i,4.3,-5.9,733,2.5%,1.1,2.9,2.0,4.5,i,32.0,-1.5%
O=C(NCc1ccccc1)C12CN(Cc3ccccc3)CC1C(c1cccc([N+](=O)[O-])c1)=NO2 (stereo not given),·,·,·,·,i,1.9,·,·,2.8%,1.1,2.9,1.3,9.0,·,·,4.0%
CCOC(=O)c1c(NC(=O)c2noc3c2CCCC3)sc(C)c1C,-0.7,987,-0.69,1432,i,10.4,·,·,-5.3%,1.1,6.2,2.0,5.7,·,·,13.7%
Cc1cc(C)c2cc(C=O)c(Cl)nc2c1,·,·,0.68,1241,i,16.0,9.6,776,17.1µM*,1.1,3.4,2.1,2.9,i,42.5,14.2µM*
O=C(CNC(=O)C12CC3CC(CC(C3)C1)C2)NC1=NCCS1,-1.4,1105,-0.26,1982,i,9.3,-9.6,658,4.0%,1.1,1.3,2.2,9.4,i,13.9,1.6%
O=C(/C=C/c1ccc(F)cc1)NCc1cccs1,-3.3,612,-0.17,1389,i,3.4,-12.3,630,-0.7%,1.1,2.7,2.2,1.2,i,46.5,0.1%
Cn1nnnc1SCC(=O)N1CCN(Cc2ccccc2)CC1,·,·,·,·,i,-0.3,6.4,722,-6.4%,1.1,5.8,2.1,12.0,i,33.3,6.4%
COc1ccc(OC)c(CN2CCN(Cc3cccc4ccccc34)CC2)c1,-0.1,978,1.01,1441,i,27.3,13.9,674,10.1%,1,1.8,1.5,12.4,i,7.6,9.1%
O=[N+]([O-])/C=C/c1c(OCc2ccccc2)ccc2ccccc12,-2.4,1204,·,·,i,-5.0,3.3,780,3.1%,1.1,3.0,1.3,13.1,i,34.5,7.5%
Cc1cc2ncn(CC(O)COC3CCCCC3)c2cc1C (stereo not given),-5.5,962,-1.86,1152,i,-1.3,·,·,-3.1%,1.1,1.9,1.6,8.8,i,25.0,-2.7%
CC(C)(C)c1cc(CN2CCN(CCO)CC2)cc(C(C)(C)C)c1O,·,·,0.43,1136,i,-1.7,-1.3,716,-6.0%,1.1,2.3,1.6,5.2,i,8.8,8.8%
CCOC(=O)CCn1c(CC(=O)OCC)nc2ccccc21,-0.3,872,-0.06,1321,i,16.5,·,·,-4.3%,1.1,2.5,1.8,8.5,i,34.2,0.8%
CCCN(CC(=O)Nc1cc(Cl)ccc1Cl)C(=O)/C=C/c1ccco1,1.9,1004,-0.05,1265,i,-0.2,7.2,582,0.7%,1,5.6,2.1,4.9,i,44.4,4.6%
CN1CCN(c2ccccc2NC(=O)C(Cc2ccccc2)n2cccc2)CC1 (stereo not given),-2.1,1226,-2.33,713,·,·,-19.1,625,1.0%,1.1,4.2,3.0,5.8,i,17.8,-8.4%
CC(NC(=O)CSCc1ccccc1Br)c1ccccc1 (stereo not given),-0.1,998,-0.46,1461,i,3.3,-1.9,637,4.4%,1.1,2.0,3.2,9.2,i,59.2,-5.8%
O=C(NCCN1CCOCC1)c1ccc(CS(=O)(=O)Cc2ccccc2F)o1,1.9,1158,0.57,1300,i,0.9,·,·,-8.8%,1.1,3.6,2.8,2.4,i,26.8,0.9%
c1ccc(CNc2nc3ccccc3n3cnnc23)cc1,·,·,-0.89,910,i,1.9,·,·,2.8%,1.1,2.8,3.9,4.3,i,47.3,1.3%
COC(=O)c1ccc(Cn2cc(C(F)(F)F)cc([N+](=O)[O-])c2=O)cc1,0.2,1107,-0.67,1338,i,-3.7,17.9,704,-2.3%,1.1,2.8,2.9,3.8,i,42.1,-13.6%
COc1ccc(C(=O)Nc2ccc(NC(=O)C(C)C)nc2)cc1,0.1,1540,·,·,i,-1.7,-1.0,723,5.1%,1.1,2.8,2.1,1.7,i,56.6,-7.1%
O=C(NO)c1ccc(C(=O)N(C2CCCCC2)C2CCCCC2)cc1,5.9,940,-1.17,1205,i,1.0,·,·,-16.6%,1.1,2.3,1.7,12.8,i,15.4,-13.8%
O=C(Nc1sc2c(c1-c1nc3ccccc3[nH]1)CCCC2)C1CCCC1,-0.2,840,-0.37,824,i,1.4,·,·,-10.4%,1.1,2.8,2.0,12.2,i,30.8,-1.5%

Compound activity deposited in PubChem BioAssay by several laboratories.
